JMJD2A Tudor inh: qHTS Assay for Inhibitors of JMJD2A-Tudor Domain | AlphaScreen JMJD2A-Tudor / H3K4me3 peptide binding | Potency, µM (doses to about 114 µM), without a hit: at the highest dose activity change, negative = inhibition, actives largely listed as inhibitors | hit rate 4.4% among 390,000 | AID 504339, 2011; also: % is scaled to controls: 0 for no effect and ±100 for the full control effect; nearly all actives have a fitted effect of over 50% in size
Pin1 inhibitor: qHTS Assay to Find Inhibitors of Pin1; Peptidyl-prolyl cis-trans isomerase NIMA-interacting 1 (Homo sapiens), Q13526; Pin1 FP peptide displacement, HiFluor488, 10 min; Potency, µM (titrated, usually from 115 µM), for inactives: at the top dose activity, negative = inhibition, usual class: inhibitors; hit rate 0.009% among 390,000; active = well fitted inhibition curve with a large enough effect in the polarisation, with a control signal flat, not every such curve was filed as active; inconclusive = small, poorly fitted or top-dose-only effect, or effect the other way, or a change in a side signal; inactive = no such curve, though single readings can be large or run the other way; the % refers to the polarisation; also: % is scaled to controls: 0 for no effect and ±100 for the full control effect
Target sequence (Q13526 whole entry, looked up): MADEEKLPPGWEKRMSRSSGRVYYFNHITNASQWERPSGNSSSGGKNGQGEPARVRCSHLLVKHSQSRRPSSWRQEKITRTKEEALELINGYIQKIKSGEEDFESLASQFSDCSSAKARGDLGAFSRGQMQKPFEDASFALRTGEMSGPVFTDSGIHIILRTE
HP1b binding inh: HTS for Inhibitors of HP1-beta Chromodomain Interactions with Methylated Histone Tails; Chromobox protein homolog 1 (Homo sapiens), P83916; AlphaScreen HP1-beta / biotin-H3K9me3 peptide binding; Potency, µM (titrated, usually from 114 µM), inactives show at the highest dose activity change, negative = inhibition, hits mostly inhibitors; hit rate 0.56% among 390,000; AID 540317, 2011; also: nearly all actives have a fitted effect of over 70% in size; inactives centre near 23
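HP1-beta protein (50 nM final) preincubated 30 min at room temperature with biotinylated H3(1-18)K9me3 peptide (50 nM) in PBS pH 7.4, 0.01% Tween-20, then compound added for 30 min. AlphaScreen streptavidin donor/nickel chelate acceptor beads (10 ug/mL final), 30 min dark, luminescence read.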
TrxR1 inh: qHTS Assay for Inhibitors of Mammalian Selenoprotein Thioredoxin Reductase 1 (TrxR1): qHTS; recombinant rTrxR1, NADPH fluorescence consumption, selenite substrate; Potency, µM (titrated, usually from 114 µM), inactives show at the highest dose activity change, negative = inhibition, usual class: inhibitors; AID 588453, 2011; hit rate 1% among 390,000; Thioredoxin reductase 1, cytoplasmic (Rattus norvegicus), O89049; also: % is scaled to controls: 0 for no effect and ±100 for the full control effect; nearly all actives have a fitted effect of over 65% in size
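Rat TrxR1 (90 nM in the dispensed reagent) was pre-reduced with 400 uM NADPH for 5 min at room temperature, then incubated with compound for 15 min. After 400 uM selenite was added, NADPH fluorescence (Ex 340/Em 450 nm) was followed for 8 min.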
GLS inh: qHTS for Inhibitors of Glutaminase (GLS); Glutaminase kidney isoform, mitochondrial (Homo sapiens), O94925; GLS enzymatic activity, qHTS titration; Potency, µM (highest dose often 45.5 µM), inactives show at the highest dose activity change, negative = inhibition, usual class: inhibitors; hit rate 0.21% among 410,000; AID 624170, 2012; also: % is scaled to controls: 0 for no effect and ±100 for the full control effect
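Read-out is an Amplex red fluorescence increase coupled through glutamate oxidase and HRP, measured before and after 30 min room-temperature incubation. hKGA is in 45 mM KH2PO4 (pH 8.2) with 0.02% Tween-20; glutamine added as 1mM solution.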
ERG-DNA inh: qHTS for Small Molecule Inhibitors of the ERG Ets/DNA interaction | Transcriptional regulator ERG (Homo sapiens), P11308 | fluorescence polarization, His-ERG Ets domain / labelled DNA | Potency, µM (titrated, usually from 76.9 µM), for the others: top-dose FP activity, negative = inhibition, actives largely listed as inhibitors | hit rate 0.028% among 370,000 | AID 624246, 2012; active = well fitted inhibition curve with a large enough effect in the polarisation, with a control signal flat; inconclusive = small, poorly fitted or top-dose-only effect, or effect the other way, or a change in a side signal; inactive = no such curve, though single readings can be large or run the other way; the % refers to the polarisation;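 also: polarization taken with two DNA probes labelled with fluorescein and Texas red; % of control where 0% means no effect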
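His-tagged ERG Ets domain (1 uM in the protein solution; 300mM KCl, 50mM Tris-HCl, 1mM EDTA, 1mM DTT, pH 7.5) received compound, then a probe mix of 5 nM fluorescein-DNA and 100nM Texas-615-DNA. Fluorescence polarization was read for both dyes.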
RGS4 inhibitor: Inhibitors of Regulator of G Protein Signaling (RGS) 4: qHTS; Transcreener GDP fluorescence polarization, RGS4-accelerated GTP hydrolysis; hit rate 0.039% among 390,000; Potency, µM (titrated, usually from 114 µM), without a hit: at the top dose activity change, negative = inhibition, actives largely listed as inhibitors; Regulator of G-protein signaling 4 (Homo sapiens), P49798; also: % is scaled to controls: 0 for no effect and ±100 for the full control effect; nearly all actives have a fitted effect of over 75% in size; some results filed as inactive show a strong effect at the top dose
Target sequence (P49798 whole entry, looked up): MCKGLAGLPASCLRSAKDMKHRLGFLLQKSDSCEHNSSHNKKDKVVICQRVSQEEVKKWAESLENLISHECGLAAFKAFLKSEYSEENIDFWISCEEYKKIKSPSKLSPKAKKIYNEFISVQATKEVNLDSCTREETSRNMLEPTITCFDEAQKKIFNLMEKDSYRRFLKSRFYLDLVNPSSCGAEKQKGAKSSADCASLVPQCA
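MLSMR compounds (23 nl, pin-transferred) preincubated 10 min at room temperature with a 500nM (2x) first reagent, then RGS4 at 900nM (2x) plus Transcreener GDP mix added; fluorescence polarization (620/688 nm) read before and after 90 min at 30 °C.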
PGK inhibitor: qHTS Assay to Find Inhibitors of Phosphoglycerate Kinase; PGK/GAPDH coupled, Kinase-Glo luminescence, 60 min; Potency, µM (titrated, usually from 57.5 µM), without a hit: top-dose activity change, negative = inhibition, usual class: inhibitors; hit rate 0.043% among 380,000; AID 602233, 2012; also: % is scaled to controls: 0 for no effect and ±100 for the full control effect; nearly all actives have a fitted effect of over 60% in size
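Luminescent ATP detection (Kinase-Glo Plus) follows a 60-minute room-temperature incubation, with wells lacking PGK as controls. Buffer: 100 mM TEA (pH 7.6), 5 mM MgCl2, 0.01% Tween-20. Coupling enzyme GAPDH (100 nM final) supplies unstable 1,3-BPG in-well.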
12-LOX inh: Primary qHTS assay for inhibitors of human arachidonate 12S-lipoxygenase (ALOX12): Round 2 | Polyunsaturated fatty acid lipoxygenase ALOX12 (Homo sapiens), P18054 | purified 12hLO, xylenol orange hydroperoxide absorbance | Potency, µM (doses to about 108 µM), inactives show at the highest dose activity change, negative = inhibition, actives largely listed as inhibitors | hit rate 1.1% among 580,000; also: % is scaled to controls: 0 for no effect and ±100 for the full control effect
Target sequence (P18054 whole entry, looked up): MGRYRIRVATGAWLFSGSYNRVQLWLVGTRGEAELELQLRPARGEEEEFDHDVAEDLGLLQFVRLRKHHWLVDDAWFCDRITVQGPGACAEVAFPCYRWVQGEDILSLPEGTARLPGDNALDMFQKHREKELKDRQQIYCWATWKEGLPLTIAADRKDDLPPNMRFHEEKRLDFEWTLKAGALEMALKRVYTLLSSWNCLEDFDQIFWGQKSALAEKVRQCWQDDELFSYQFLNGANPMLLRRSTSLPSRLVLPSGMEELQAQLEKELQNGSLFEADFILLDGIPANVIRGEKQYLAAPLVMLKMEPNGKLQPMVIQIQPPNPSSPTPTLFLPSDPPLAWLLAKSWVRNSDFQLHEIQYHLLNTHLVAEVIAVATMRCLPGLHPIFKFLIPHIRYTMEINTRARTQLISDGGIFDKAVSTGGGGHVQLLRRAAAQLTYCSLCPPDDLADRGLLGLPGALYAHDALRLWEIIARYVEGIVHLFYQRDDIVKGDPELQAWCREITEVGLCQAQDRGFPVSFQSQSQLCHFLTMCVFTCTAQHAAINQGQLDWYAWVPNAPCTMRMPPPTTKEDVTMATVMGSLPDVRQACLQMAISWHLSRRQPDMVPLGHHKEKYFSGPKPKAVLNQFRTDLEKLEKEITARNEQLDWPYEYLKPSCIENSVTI
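Hydroperoxide product was detected by ferrous iron/xylenol orange as the 573 to 405 nm absorbance ratio. Arachidonic acid at 40 uM (final) was turned over for 30 min at room temperature by 150 nM human 12hLO, pH 7.0 Hepes buffer, after 15 min compound preincubation.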
* hit, by the source's call; i = inactive; u = inconclusive; x = not tested or not shown; & = joins results of further samples; [ ] = remark or other dose. Unless noted, calls follow the shape of the dose curve; as a rule, active = well fitted curve in the direction sought with a large enough effect; inconclusive = small, poorly fitted or top-dose-only effect, or another doubt; inactive = no such curve, though single readings can be large; an effect the other way counts as inactive or inconclusive. Potency is read from the fitted curve at half-maximal effect. A portion of the library; the hit share may differ from the screen's.

Sample of the layout:
No. | JMJD2A Tudor inh | ERG-DNA inh | HP1b binding inh | TrxR1 inh | 12-LOX inh | PGK inhibitor | GLS inh | Pin1 inhibitor | RGS4 inhibitor | Molecule
1 | -12% | x | 22% | 0%[2.29 µM] | 4% | x | 2% | -1% | -15% | COc1ccc(CCNc2nnc(C)c(=O)[nH]2)cc1OC
2 | -25% | -8% | 11% | -5% | -11% | -4% | -1% | 43%[activator] | -9% | Cc1ccc(C(=O)Nc2ncc(Cc3ccc(F)cc3)s2)o1

Main list, repeating the preview:
No. | JMJD2A Tudor inh | ERG-DNA inh | HP1b binding inh | TrxR1 inh | 12-LOX inh | PGK inhibitor | GLS inh | Pin1 inhibitor | RGS4 inhibitor | Molecule
1 | -12% | x | 22% | 0%[2.29 µM] | 4% | x | 2% | -1% | -15% | COc1ccc(CCNc2nnc(C)c(=O)[nH]2)cc1OC
2 | -25% | -8% | 11% | -5% | -11% | -4% | -1% | 43%[activator] | -9% | Cc1ccc(C(=O)Nc2ncc(Cc3ccc(F)cc3)s2)o1
3 | -29% | 4% | -4% | 18%[57.1 µM] | -10% | -4% | 7% | -2% | 12% | O=C(NCCOc1ccccc1Cl)C(=O)c1c[nH]c2ccccc12
4 | -1% | 4% | 39%[activator] | -16% | -1% | 10% | -2% | 2% | 5% | Cc1cccc(NC(=O)N2CCCC(CNC(=O)c3ccccc3Cl)C2)c1C (configuration not stated)
5 | -29%[57.1 µM] | 0% | 58%[activator] | 5% | 11% | -1% | 2% | 0% | u | CCc1cccc(NC(=O)Cn2c(-c3ccccc3)cc(C(C)=O)c2C)c1
6 | -23% | -5% | 22% | 19%[57.1 µM] | u | 0% | 7% | u | -36% | Cn1c(=O)c2c(nc(NC(Cc3ccccc3)C(=O)O)n2Cc2ccccc2)n(C)c1=O (configuration not stated)
7 | -3% | 4% | 11% | 16% | 2% | i | -9% | -2% | -19% | CCOC(=O)C(/C(C)=N/NC(=O)c1ccccc1[N+](=O)[O-])C(C)C (configuration not stated)
8 | u | 2% | -17% | 19% | i | 2% | 1% | 4% | -44% | O=S(=O)(Nc1cccc(-c2cn3c(n2)SCC3)c1)c1ccccc1
9 | -12% | 2% | 45% | -15%[57.1 µM] | 0% | -5% | 7% | 2% | -7% | Cc1ccc(-n2c(SCC(=O)OC(C)C)nnc2-c2ccco2)cc1
10 | -6% | 6% | 28% | -11% | -12% | i | -15% | -11% | -19%[56.9 µM] | CN1C2CCC1CC(NC(=O)c1ccc([N+](=O)[O-])cc1)C2 (configuration not stated)
11 | -13% | -24% | 28% | 27% | 12% | -5% | 0% | -12% | 15% | CC(NC(=O)C1CCN(S(=O)(=O)c2cccc3cccnc23)CC1)c1ccccc1 (configuration not stated)
12 | -11%[57.1 µM] | 1% | 61%[activator] | -21% | 7% | -2% | 36%[activator] | 0% | -10%[56.9 µM] | O=C(CC(c1ccccc1)c1ccccc1O)NCCN1CCOCC1 (configuration not stated)
13 | -13% | 4% | -10% | 9% | -3% | -4% | 3% | -5% | 15% | Cc1cc([N+](=O)[O-])ccc1NC(=O)CSc1nccc(=O)[nH]1
14 | -2% | -1% | 47%[activator] | 13% | 0% | -7% | -10% | -1% | -2% | CCCCCn1c(CNC(=O)c2ccccc2)nc2ccccc21
15 | -5% | 18% | 43%[activator] | -9%[57.1 µM] | 0% | -3% | -15% | u | 6% | COc1ccc(C(=O)/C=C/c2ccc(N(C)C)cc2)c(OC)c1
16 | -17%&-20% | -2%&2% | 40%&55% | 12%&15%[57.1 µM] | -16%&-6% | 9% | 4%&1% | -1%&8% | 22%[56.9 µM] | O=C(Nc1ccc2c(c1)CCCN2C(=O)c1cccs1)c1c(F)cccc1F
17 | -31% | -5% | -6% | 7% | 15% | 6% | 7% | -16% | 0% | CN(c1ccccc1C(=O)Nc1ccc(S(=O)(=O)N2CCOCC2)cc1)S(=O)(=O)c1ccccc1
18 | -22% | -6% | 36%[activator] | 19% | 251%[activator] | -10% | 0% | -17% | -3% | Cc1ccc(CNS(=O)(=O)c2ccc3c(c2)C(C)(C)C(=O)N3C)cc1
19 | 89µM* | -2% | 29% | -5%[57.1 µM] | -7% | i | 0% | 3% | -15% | O=C(NNC(=S)NC(=O)c1ccccc1[N+](=O)[O-])c1ccccc1O
20 | -11% | -7% | 42%[activator] | 17% | -3% | -6% | 5% | -9% | -2% | Cc1cc(C)c2c(N)c(C(=O)NNC(=O)c3ccccc3)sc2n1
21 | -11% | 14% | 24% | 19% | i | -9% | -5% | -3% | -12% | CCN1CCN(c2c(Cl)cccc2NC(=O)c2cccs2)CC1
22 | u | -6% | -1% | -11% | u | -7% | 37%[activator] | -10% | -7% | Cc1ccc(C(=O)N/N=C\c2cccn2C)cn1
23 | u | -4% | -37% | 6% | u | -2% | 7% | 0% | -37% | CC1CCc2[nH]c3ccc(C(=O)N(C)CC(=O)Nc4ccccc4Cl)cc3c2C1 (configuration not stated)
24 | 9% | -7% | 18% | -9% | 0% | -6% | -10% | 7% | -22% | COc1cccc(-n2nnnc2SCC(=O)Nc2ccc(OC)cc2OC)c1
25 | -9% | 3% | 26% | 9%[57.1 µM] | 2% | i | 0% | 0% | -11% | Cc1cccc(-n2cc(CN3CCCN(C=O)CC3)c(-c3cccc(F)c3)n2)c1
26 | -26% | 0% | 18% | 0% | u | -5% | -15% | -3% | 22% | Cc1cc(Cl)ccc1NC(=O)CCn1nc(C)c2c(C)n(-c3ccccc3)nc2c1=O
27 | -13% | 15% | 9% | 19% | 9% | -4% | -1% | -17% | 16% | Cn1c(=O)n(CC(N)=O)c(=O)c2c1nc1n2CCCN1Cc1ccccc1
28 | -5% | 5% | 34% | 16%[57.1 µM] | -10% | -1% | -16% | 0% | 3% | CC(NC(=O)COC(=O)c1ccc(Cl)cc1O)c1ccc(F)cc1 (configuration not stated)
29 | -12% | -9% | 26% | 13%[57.1 µM] | 8% | 6% | 1% | -3% | 3% | Cc1c(C(=O)N2CCCCCC2)c(S(=O)(=O)Nc2cccc(C#N)c2)c(C)n1C
30 | -8% | -13% | 20% | -20% | u | 7% | 0% | -7% | -19% | COCCCNC(=S)NC(=O)c1ccc(C)cc1

3 of the entries above in order of the RGS4 inhibitor value, smallest number first:
cpd	Structure	JMJD2A Tudor inh	ERG-DNA inh	HP1b binding inh	TrxR1 inh	12-LOX inh	PGK inhibitor	GLS inh	Pin1 inhibitor	RGS4 inhibitor
30	COCCCNC(=S)NC(=O)c1ccc(C)cc1	-8%	-13%	20%	-20%	u	7%	0%	-7%	-19%
21	CCN1CCN(c2c(Cl)cccc2NC(=O)c2cccs2)CC1	-11%	14%	24%	19%	i	-9%	-5%	-3%	-12%
3	O=C(NCCOc1ccccc1Cl)C(=O)c1c[nH]c2ccccc12	-29%	4%	-4%	18%[57.1 µM]	-10%	-4%	7%	-2%	12%

Additional structures
No. | JMJD2A Tudor inh | ERG-DNA inh | HP1b binding inh | TrxR1 inh | 12-LOX inh | PGK inhibitor | GLS inh | Pin1 inhibitor | RGS4 inhibitor | Molecule
31 | 1% | -1% | 28% | 5% | u | -2% | -4% | 0% | 18% | CC(NC(=O)c1ccccc1Br)C1CC2CCC1C2 (configuration not stated)
32 | -9% | 9% | 25% | 9%[57.1 µM] | u | -9% | 8% | 1% | -13% | COc1ccc(C(=O)Oc2cc(C)c(CN3CCOCC3)cc2C)cc1OC
33 | -14% | 2% | 9% | -10% | -1% | 8% | 8% | -2% | 9% | COc1cc(C=Nc2c(C)cc(C)cc2C)ccc1OC(C)=O
34 | -26% | -2% | -1% | -5% | -25% | -5% | 11% | 7% | 20% | COc1ccc(NS(=O)(=O)c2cccc(NC(=O)CCC(=O)c3ccc(Cl)cc3)c2)cc1
35 | -5% | -1% | 24% | 5%[57.1 µM] | -8% | -8% | u | -2% | -5% | COc1ccc(N2C(=O)CN(Cc3cc(OC)c(OC)c(OC)c3)C2=S)cc1
36 | 6%[57.1 µM] | 2% | 43%[activator] | -7% | 9% | -3% | 18% | 20% | 0% | COc1ccc(NC(=O)c2ccc(C#N)cc2)cc1NS(=O)(=O)c1ccc(F)cc1
37 | -14% | 11% | 38% | 7% | 68%[activator] | 0% | -4% | -2% | 12% | COc1cc([N+](=O)[O-])ccc1NC(=O)Nc1cccnc1
38 | -31% | 3% | 49%[activator] | u | -2% | 0% | 16% | 21% | 13% | CCc1ccc(OCC(=O)Nc2nnc(-c3ccco3)s2)cc1
39 | -2% | 12% | -4% | 4%[57.1 µM] | -7% | -8% | -4% | -6% | -5% | Cc1cccc(N2C(=O)CCC2=O)n1
